Screening data (PubChem)
TNF necrop inh: blocks TNF-alpha induced death of Jurkat FADD-/- cells; Jurkat FADD-/- TNF necroptosis rescue, ATP luminescence, 24 h; 0 = TNF only, 100 = no-TNF cells; activation (protection from cell death), % at 10 µM; 0.068% of 220,000 active; AID 463075;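 active = activation, meaning protection from cell death, of at least 50% relative to plate controls; inactive = activation below 50%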;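 note: necroptosis triggered by 40 ng/mL TNF-alpha added together with compound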
TRPN1 ag: agonists of zebrafish TRPN1 channel | HEK293 zebrafish TRPN1-YFP, Fluo-8 calcium fluorescence; 100% = response to 87 µM carbachol | activation, % at 3 µM | 0.18% of 220,000 active | AID 1424;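 active = activation above its plate's cutoff, the mean activation of test wells on that plate plus 3 SD, cut at about 19% in these data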;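 note: 0% = DMSO alone and 100% = 87 µM carbachol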
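System: zebrafish TRPN1-YFP in HEK293 cells / Dosing: 3 µM single point / Timing: dye loading 1 h at 37 °C, then 30 min room temperature / Signal: Fluo-8 calcium fluorescence, excitation 470-495 nm, emission 515-575 nm / Read-out basis: percent activation from peak over basal fluorescence ratio, control-normalized / Control set: high carbachol 87 µM, low DMSO alone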
BaF3 parental: counter-screen for JAK2V617F inhibitors: parental Ba/F3 viability inhibitors; AID 1486; CellTiter-Glo ATP luminescence; inhibition, % at 5.6 µM; 1.1% of 220,000 active;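 active = inhibition above a per-campaign cutoff, the mean inhibition of all tested compounds plus 3 SD, cut at about 27% in these data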;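 note: 0% = DMSO wells and 100% = JAK Inhibitor I control wells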
Ba/F3 V617F tox: lowers viability of Ba/F3 cells expressing EpoR and JAK2V617F; ATP luminescence; 1.1% of 220,000 active; inhibition, % at 5.6 µM; AID 1446;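 active = inhibition above the campaign mean plus 3 SD over all tested compounds, cut at about 24% in these data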;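 note: cytokine-independent growth of Ba/F3 cells driven by EpoR plus mutant JAK2; 0% = DMSO-treated cells and 100% = JAK inhibitor I control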
Wee1 degr inh: human Wee1 degradation inhibition, primary screen. P30291. HeLa Luc-Wee1K328M stability, luciferase luminescence; 100% = proteasome inhibitor MG132 effect. reporter increase, % at 5 µM. 1.2% of 220,000 active. AID 1321;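 active = activation above the mean of all tested compounds plus 3 SD, set per screening run, cut at about 8.8% in these data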;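 note: cells exposed to compound for 20 h before luminescence read; 0% = DMSO alone and 100% = MG132 at 30 µM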
PPC-1+TRAIL kill: kills PPC-1 cancer cells in the presence of TRAIL; PPC-1 cells + TRAIL, ATPLite viability luminescence; cell killing (% activity), % at 4 µM; 0.41% of 220,000 active; AID 1443;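 active = cell killing above 50% in the first pass at 4 µM, then a duplicate retest at 5 µM averaging 50% or more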;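 note: plate controls were cells with TRAIL plus DMSO for no effect and medium-only wells lacking cells for full effect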
TRPML3 ag: activates the human TRPML3 channel; HEK293 TRPML3-YFP, Fluo-8 calcium fluorescence; 100% = the carbachol control signal; AID 1448; 0.29% of 220,000 active; Q8TDD5; activation, % at 3 µM;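 active = activation above its plate's cutoff, the mean activation of the plate's test wells plus 3 SD, cut at about 12% in these data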;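 note: 0% = DMSO only wells and 100% = carbachol wells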
Target sequence (Q8TDD5 whole entry, looked up): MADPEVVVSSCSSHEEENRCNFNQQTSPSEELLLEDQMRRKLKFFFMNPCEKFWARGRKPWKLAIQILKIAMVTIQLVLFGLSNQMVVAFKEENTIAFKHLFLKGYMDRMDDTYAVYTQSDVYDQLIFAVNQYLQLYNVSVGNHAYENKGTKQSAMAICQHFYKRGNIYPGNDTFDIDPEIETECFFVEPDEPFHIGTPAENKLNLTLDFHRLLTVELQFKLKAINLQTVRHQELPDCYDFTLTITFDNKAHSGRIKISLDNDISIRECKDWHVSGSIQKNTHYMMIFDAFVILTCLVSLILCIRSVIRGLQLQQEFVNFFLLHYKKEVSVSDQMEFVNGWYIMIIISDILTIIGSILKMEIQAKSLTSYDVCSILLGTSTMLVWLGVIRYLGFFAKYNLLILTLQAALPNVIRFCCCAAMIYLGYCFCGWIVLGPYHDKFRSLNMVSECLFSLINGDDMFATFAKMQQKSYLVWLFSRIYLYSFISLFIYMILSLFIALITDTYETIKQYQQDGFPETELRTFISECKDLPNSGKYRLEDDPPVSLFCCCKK
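Material: TRPML3-YFP stable HEK293 cells | Dosing: One concentration, 3 µM nominal, 0.3% DMSO | Timing: 125 s total fluorescence read per well | Technique: Fluo-8 calcium dye fluorescence, ex 470-495, em 515-575 nm | Measure: Percent activation from peak-to-basal fluorescence ratio, scaled between DMSO and carbachol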
RBBP9 inh: inhibitors of human serine hydrolase RBBP9; O75884; recombinant RBBP9, FP-Rh probe fluorescence polarization; inhibition, % at 7.94 µM; 0.2% of 220,000 active;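 active = inhibition above the campaign mean of all tested compounds plus 3 SD, cut at about 14% in these data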;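 note: plate controls were DMSO wells with RBBP9 for no effect and wells lacking RBBP9 protein for full effect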
Target sequence (O75884 whole entry, looked up): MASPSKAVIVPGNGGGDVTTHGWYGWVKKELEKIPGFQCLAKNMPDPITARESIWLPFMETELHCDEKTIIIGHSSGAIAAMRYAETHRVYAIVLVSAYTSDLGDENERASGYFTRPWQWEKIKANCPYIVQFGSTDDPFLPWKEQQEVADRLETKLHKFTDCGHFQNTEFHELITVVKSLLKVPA
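Test system: recombinant human RBBP9; Timing: 30 min then 45 min, 25 °C; Detection: fluorescence polarization; Control set: RBBP9 with DMSO as uninhibited control, no-protein wells as full inhibition; Compound dosing: one concentration, 7.94 µM nominal, 0.794% DMSO; Probe or stimulus: FP-Rh activity-based probe, 375 nM before mixing.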
CHOP inhibitor: blocks CHOP induction under ER stress. AID 2732. 3.8% of 220,000 active. inhibition, % at 10 µM. CHO-K1 CHOP-promoter luciferase, tunicamycin-induced, 15-18 h;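 active = compounds that reduced the stress-induced luciferase reporter signal by more than about 70% of percent inhibition, limit read from the data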;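 note: 0% = tunicamycin plus vehicle and 100% = wells without tunicamycin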
* marks the source's active call; other numbers are inactive results; x = no result given.

SMILES	TNF necrop inh	TRPN1 ag	BaF3 parental	Ba/F3 V617F tox	Wee1 degr inh	PPC-1+TRAIL kill	TRPML3 ag	RBBP9 inh	CHOP inhibitor
O=C(c1ccccc1)N1CCN(c2ncnc3c2cnn3-c2ccccc2)CC1	-6.1	3.4	10	4	-2	1	1.4	-11	-12
COc1ccc(-c2nnc(CSc3nc4ccccc4c(=O)n3C)o2)cc1OC	1.6	0.3	-1	-6	-1	24	0.1	0	29
COc1ccc(N(C)C(=O)c2cc3c(s2)-c2c(C)cccc2OC3)c(OC)c1	1.5	1.2	-2	-2	0	5	1.1	-6	47
CCOC(=O)c1cc(-c2ccccc2)nc2ccc(C)cc12	1.6	-1.6	6	-6	4	9	0.1	3	-4
CC(C)c1ccc(/C=N\NC(=O)c2ccc(Cn3cccn3)o2)cc1	-0.9	1.5	3	-1	5	21	0.6	0	-22
Cc1nn(-c2ccccc2)c(C)c1NC(=O)CCl	6.5	0.3	3	3	3	0	0.9	-10	6
CCOc1ccc(CNC(=O)C2CC(=O)N(C3CCCC3)C2)cc1OC (stereo not given)	-3.7	-0.2	6	3	0	14	-0.1	-7	11
O=C1CC(c2ccccc2)CC(O)=C1C=NCc1ccc(Cl)c(Cl)c1 (stereo not given)	-3.3	-0.5	8	4	-2	2	0.9	2	45
Cc1ccc(-c2nnc(C)c(N3CCCC3)n2)cc1	-0.3	-0.4	7	1	1	18	0.5	-8	4
COc1cc(C)c(NC(=S)Nc2ccc(C)c(Cl)c2)cc1OC	-2.0	-0.2	5	-3	-3	11	0.7	-4	39
O=C(CCc1ccccc1)NNC(=O)Cc1ccccc1	1.8	1.2	0	-1	-1	16	0.2	-7	-3
Cc1ccc(-c2n[nH]c3c2C(c2cccc(O)c2)N(c2ccc(C(=O)O)cc2)C3=O)cc1 (stereo not given)	2.2	1.3	0	-2	-4	-20	0.8	-9	-9
N#CC(C(=O)NCCc1ccccc1)c1nc2ccccc2nc1N1CCOCC1 (stereo not given)	-1.0	-0.2	3	0	2	5	0.5	-12	51
O=C(CN1C(=O)NC2(CCCC2)C1=O)N1CCN(S(=O)(=O)c2ccccc2)CC1	0.0	0.0	-3	-2	-4	-11	0.5	1	14
C=CCNC(=S)/N=c1/scc(C)n1C	-1.0	1.3	3	2	-1	24	0.4	-11	-5
CN1CCN(CC(=O)NC23CC4CC(CC(C4)C2)C3)CC1	1.5	1.6	-12	-1	0	26	1.2	0	-13
Cc1cc(=O)n(CC(=O)Nc2cc(Cl)ccc2C)c(C(C)C)n1	0.9	0.8	3	5	4	5	1.2	-9	54
CC(=O)Nc1ccc(S(=O)(=O)NC2(C(F)(F)F)NC(=O)N(c3ccc(Cl)cc3)C2=O)cc1 (stereo not given)	-1.5	-0.4	0	1	-2	-2	1.5	-6	-3
COC(=O)c1cc(C(=O)c2ccccc2)n2c(=O)/c(=C\N(C)C)sc12	-0.3	-1.1	1	-5	4	3	0.5	-7	-6
CCOC(=O)/C(=C/c1ccc(OC)cc1)NC(=O)c1ccco1	0.3	-1.3	1	-7	-2	5	0.1	-2	9
O=C(Nn1cnnc1)c1csc2ccccc12	0.6	0.1	4	-2	0	1	1.1	-11	-4
O=S(=O)(c1cccs1)N1CCN(C/C=C/c2ccccc2)CC1	-0.2	-1.9	9	-1	0	20	2.2	-9	53
CCn1nc(C)c(NC(=O)/C=C/c2ccc(OC)c(COc3ccc(Cl)cc3Br)c2)c1C	-1.6	-0.8	6	3	-1	26	0.7	-10	15
CC(C)NS(=O)(=O)c1ccc(CCC(=O)Nc2ccc3c(c2)OCCO3)cc1	1.0	0.5	7	3	0	-7	0.4	-8	25

One compound at a time, from the list above:
CCOC(=O)/C(=C/c1ccc(OC)cc1)NC(=O)c1ccco1 as listed: TNF necrop inh = 0.3; TRPN1 ag = -1.3; BaF3 parental = 1; Ba/F3 V617F tox = -7; Wee1 degr inh = -2; PPC-1+TRAIL kill = 5; TRPML3 ag = 0.1; RBBP9 inh = -2; CHOP inhibitor = 9
O=C(Nn1cnnc1)c1csc2ccccc12 as listed: TNF necrop inh = 0.6; TRPN1 ag = 0.1; BaF3 parental = 4; Ba/F3 V617F tox = -2; Wee1 degr inh = 0; PPC-1+TRAIL kill = 1; TRPML3 ag = 1.1; RBBP9 inh = -11; CHOP inhibitor = -4

Other results follow.
SMILES	TNF necrop inh	TRPN1 ag	BaF3 parental	Ba/F3 V617F tox	Wee1 degr inh	PPC-1+TRAIL kill	TRPML3 ag	RBBP9 inh	CHOP inhibitor
N#Cc1ccccc1N=Cc1ccc(Br)cc1	0.5	0.0	7	0	3	16	1.0	1	3
Cc1ccc(NC(=O)CN2C(=O)N/C(=C/c3cc(C)n(-c4cccc(C(=O)O)c4)c3C)C2=O)cc1	1.1	1.5	6	-4	2	10	1.0	-3	7
CC(=O)Nc1ccccc1/C=C/c1ccc2c(C)cc(C)c(O)c2n1	2.7	3.4	7	3	0	4	1.3	-6	97*
O=C(O)c1ccc2c(c1)C(=O)N(c1nccs1)C2=O	1.3	2.0	-3	4	-3	0	0.0	-2	-7
C/C(Cc1ccccc1)=N\NC(=O)CNC(=O)c1ccccc1Cl	0.4	2.4	2	5	-2	-6	0.6	-6	-15
COc1ccc(-n2c(SCC(=O)Nc3nccs3)nc3c(c2=O)SCC3)cc1	-1.9	0.8	-1	-5	4	13	0.4	-4	21
CCOc1ccc(CCNC(=O)CCn2cccc2)cc1OCC	-0.8	-0.1	3	2	0	2	0.3	-3	-13
COC(=O)c1ccc(NC(=O)c2ccccc2NS(=O)(=O)c2ccccc2)cc1	-7.2	20*	4	-1	-2	5	11	-8	-2
COc1ccc(Nc2nc(NCc3ccco3)nc(N/N=C/c3ccccc3F)n2)cc1	4.8	-2.2	3	-1	-2	16	-0.4	-5	17
CCC(=O)c1ccc(OCC(=O)N2CCc3cc(OC)c(OC)cc3C2)cc1	2.1	0.8	0	2	-4	-2	0.5	-11	-30
N#CC(C#N)=Cc1cn(-c2ncc(C(F)(F)F)cc2Cl)c2ccccc12	-8.2	-0.4	6	-1	-4	15	0.8	-3	32
O=C(/C=C/c1cccc([N+](=O)[O-])c1)NCCc1ccc(F)cc1	1.5	-0.2	4	0	1	30	-0.8	1	20
CCc1ccc(NC(=O)COC(=O)/C=C/c2c(C)nn(C3CCS(=O)(=O)C3)c2Cl)cc1 (stereo not given)	-0.3	1.6	2	3	2	-1	0.9	-9	-5
O=c1[nH][nH]c2cc(=O)n(-c3ccc(Cl)cc3)nc12	-1.9	-1.2	7	0	-1	-14	0.5	-6	4
Cc1occc1C(=O)NNC(=S)Nc1ccccc1C(F)(F)F	-1.1	0.2	8	2	6	21	1.7	-4	-2
COC(=O)CCNC(=O)Cn1cnc2sc3c(c2c1=O)CCCC3	0.7	0.7	7	1	1	x	0.9	-8	39
CN(C)CCNc1nc(-c2ccco2)c2c(c1C#N)CC(C)(C)OC2	1.5	-0.2	1	-3	-1	11	0.8	-5	-11
CC(C)CCNC(=O)c1cc(-c2ccco2)nc2ccccc12	-1.0	-0.7	2	-4	8	12	0.8	5	18
CCOc1ccc(OCC)c(S(=O)(=O)N2CCCCC2C)c1 (stereo not given)	-0.9	-1.2	11	3	7	11	8.9	-2	16
CCC(C)c1ccc(NC(=S)Nc2ccc(OC)c(OC)c2)cc1 (stereo not given)	-10.0	-0.2	3	-1	3	2	-0.2	0	15
CCCCc1ccc(NC(=S)Nc2cccnc2)cc1	-2.1	1.5	4	3	-2	13	0.8	-1	38
COc1ccc(Br)cc1S(=O)(=O)N1CCOCC1	-1.8	0.7	0	-2	-1	21	0.4	-3	22
Cc1c(C(c2ccc(O)cc2)c2c(C)n(C)n(-c3ccccc3)c2=O)c(=O)n(-c2ccccc2)n1C	-0.5	1.3	1	2	0	-4	0.9	-4	-4
Cc1cccc(N(CC(=O)NC2CCCC2)C(=O)CCCC(=O)Nc2ccccn2)c1	1.2	1.2	-2	-3	0	17	0.3	-6	-8
O=C(Nc1ccc(N2CCN(Cc3ccccc3Cl)CC2)cc1)c1cccnc1	0.9	2.0	5	-3	2	7	0.8	-3	21
Cc1ccc(-n2nc(-c3ccc(OC(F)(F)F)cc3)cc2N)cc1C	2.3	-0.3	3	-2	1	18	-0.2	1	0
O=C(CSc1nnc(Cc2ccc3c(c2)OCO3)n1C1CCCCC1)NC1CCCC1	0.4	0.4	-1	-1	-1	8	-0.6	3	-6
CCc1ccccc1NC(=O)c1cnc2scc(C)n2c1=O	-1.8	1.5	6	-4	0	x	0.9	-6	18
O=C(/C=C(\c1ccccc1)n1cncn1)c1ccccc1	-0.8	0.0	4	0	-1	15	-0.6	-5	30
O=C(c1cccc(Cl)c1)N1CCN(C(=O)c2ccccc2F)CC1	0.6	-0.5	3	-3	-2	-1	0.6	-6	39
CC1CCN(CCCNC(=O)C2CCN(S(=O)(=O)N3CCCCC3)CC2)CC1	0.2	1.3	3	-2	-2	7	-0.3	-4	32
O=C(COC(=O)CC1c2ccccc2CCN1S(=O)(=O)c1ccc(F)cc1)Nc1ccccc1 (stereo not given)	3.4	-1.1	3	-4	-1	-4	0.0	-8	29
COc1cc(C(C(=O)NC(C)(C)C)N(C(=O)CNC(=O)c2cccs2)c2ccc(C(C)C)cc2)cc(OC)c1OC (stereo not given)	-5.4	-1.3	1	3	0	7	-0.8	7	29
O=C(CCC1CCCC1)N[C@@H](Cc1ccc(O)cc1)C(=O)O	0.1	0.3	-3	1	-2	-9	0.2	-1	-9
COc1ccc(F)cc1C(=O)C1CCCN(Cc2ccc(Sc3nncn3C)o2)C1 (stereo not given)	1.1	1.1	6	-3	-2	3	-0.4	-2	6
CCc1c(O)nc(SCC(=O)N2CCCCC2)n(-c2ccccc2C)c1=O	0.5	0.5	0	-3	1	7	-0.3	3	-23
C=CCNC(=O)CN(c1ccc(F)cc1)S(=O)(=O)c1ccc(OC)cc1	-1.5	-0.2	5	1	-1	16	0.0	0	2
O=C(COc1ccc(Cl)cc1)OCc1csc(Nc2ccccc2)n1	2.2	-0.2	1	-3	-3	5	0.3	-7	22
Oc1ccc(-c2[nH]nc(-c3ccccc3)c2-c2nc3ccccc3[nH]2)cc1	-4.8	1.2	3	0	-1	22	0.5	0	25
CN(Cc1ccccc1)C(=O)CCc1ccccc1	3.8	-1.4	2	-5	1	-3	0.9	6	9
Cn1cc(CNCc2ccc(OC(F)(F)F)cc2)c(-c2ccc3c(c2)OCCO3)n1	-3.3	6.3	40*	47*	-3	32	2.5	-6	61
O=C(c1ccc(CN2CCc3ccccc3C2)cc1)N1CCc2ccccc2C1	-1.1	1.5	8	2	-3	-3	0.4	-9	15
Cc1ccc(-c2nn3c(C)nnc3s2)cc1NC(=O)c1ccc(OC(C)C)cc1	-4.6	-0.3	8	0	0	-8	-0.2	-11	43
